From PubChem BioAssay
Wnt bcat act = Wnt/beta-catenin pathway activators, primary screen, cell-based, plate reader, single point; AID 743398, 2014; activation, % at 9.35 µM; hit rate 1.2% among 300,000; Wnt/beta-catenin reporter cell assay, activator; in the data active = activation above about 30%, passing the limit was not always enough; inconclusive = no clear call, values can overlap the other calls;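 also: 0% = neutral control wells and 100% = positive control wells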
PvdQ acylase = P. aeruginosa PvdQ acylase inhibitors, primary screen, biochemical, fluorescence, plate reader and imaging, single point | AID 488965, 2010 | hit rate 0.063% among 340,000 | inhibition, % at 10 µM | purified PvdQ acylase; in the data active = inhibition above about 30%, passing the limit was not always enough; inconclusive = no clear call, values can overlap the other calls;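 also: 0% = vehicle neutral wells and 100% = reference inhibitor wells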
SR-BI uptake up = activators of SR-BI mediated DiI-HDL uptake, primary screen, ldlA[mSR-BI] CHO cells, DiI fluorescence | 3 h; 100 = double the neutral-control signal | activation, % at 12.5 µM | hit rate 0.096% among 320,000;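 active = mean replicate activation of at least 60% and every replicate at or above 60%; inconclusive = mean or all-replicate condition met, but not both; inactive = mean below 60% and not all replicates reaching 60%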;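 also: 0% = median plate neutral-control signal and 100% = twice that signal; values of inactives mirror those of a sister screen read the other way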
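system = CHO ldlA[mSR-BI] cells, LDL receptor-null, SR-BI overexpressing | medium = Ham's F12 with 0.5% BSA, HEPES 25 mM, pH 7.4 | probe or stimulus = DiI-HDL 10 µg/mL | compound dosing = single-point compound dose | incubation = compound exposure 3 h, 37 °C | technique = DiI fluorescence, bottom read | read-out = cell-associated DiI fluorescence as measure of HDL uptake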
RTF Ca sens act = cardiac RTF calcium sensitivity activators, primary screen, biochemical, IANBD-TnC fluorescence, EC20 calcium. Troponin I, cardiac muscle (Homo sapiens) + Troponin T, cardiac muscle (Homo sapiens) + …. AID 493008, 2010. IANBD-labeled TnC RTF fluorescence at EC20 calcium; 0% EC20 calcium, 100% full calcium. activation, % at 7.2 µM. hit rate 0.24% among 340,000;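 active = activation above the mean over all tested compounds plus 3 SD, cut at about 30% in these data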;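 also: rise in fluorescence read as greater calcium sensitivity of cardiac thin filaments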
dFosB activator = activators of delta FosB homodimer, primary screen, biochemical, fluorescence polarization, TAMRA-CDK5 oligo, single point | Protein FosB (Mus musculus), P13346 | purified delta FosB; percent of positive-control signal above neutral wells | activation, % at 25 µM | hit rate 0.99% among 340,000 | AID 493131, 2011;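 active = mean activation above about 17%, with every replicate also reaching it, limit read from the data, passing the limit was not always enough; inconclusive = only one of the two conditions met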;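 also: fluorescence polarization rise as delta FosB binds a TAMRA Cdk5 AP-1 oligo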
Target sequence (P13346 whole entry, looked up): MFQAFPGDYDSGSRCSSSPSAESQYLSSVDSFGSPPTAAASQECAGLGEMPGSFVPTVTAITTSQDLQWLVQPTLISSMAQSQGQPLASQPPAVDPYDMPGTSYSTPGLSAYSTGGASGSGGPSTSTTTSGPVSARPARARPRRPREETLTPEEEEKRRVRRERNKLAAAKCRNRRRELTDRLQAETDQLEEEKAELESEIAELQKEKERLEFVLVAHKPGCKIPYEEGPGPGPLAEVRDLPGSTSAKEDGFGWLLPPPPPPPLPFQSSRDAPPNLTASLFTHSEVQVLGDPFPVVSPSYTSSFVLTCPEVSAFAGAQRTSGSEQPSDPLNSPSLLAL
CDK5 p35 inh = inhibitors of human CDK5/p35 kinase, primary screen, biochemical, single concentration; Recombinant CDK5/p35, ADP-Glo luminescence, 60 min; inhibition, % at 10 µM; hit rate 0.01% among 330,000;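 active = highest replicate inhibition of at least 50% and at least 75% of replicates reaching 50%; inconclusive = only one of the two criteria met; inactive = both criteria failed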;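 also: plate controls were DMSO neutral control for no effect and GW8510 at 10 µM for full effect; many of its hits are not listed in these tables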
Rtt109 HAT inh = inhibitors of C. albicans Rtt109/Vps75 HAT, primary screen, biochemical, ThioGlo CoA-SH fluorescence, plate reader | Histone acetyltransferase RTT109 (Candida albicans (strain SC5314 / ATCC MYA-2876)), … | purified Rtt109/Vps75, 4 h | inhibition, % at 34.9 µM | hit rate 0.16% among 330,000 | AID 540336, 2011;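 active = inhibition of at least 50% in every replicate; inconclusive = best replicate reaches 50% inhibition but some replicates fall short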
Target sequence (Q5AAJ8 whole entry, looked up): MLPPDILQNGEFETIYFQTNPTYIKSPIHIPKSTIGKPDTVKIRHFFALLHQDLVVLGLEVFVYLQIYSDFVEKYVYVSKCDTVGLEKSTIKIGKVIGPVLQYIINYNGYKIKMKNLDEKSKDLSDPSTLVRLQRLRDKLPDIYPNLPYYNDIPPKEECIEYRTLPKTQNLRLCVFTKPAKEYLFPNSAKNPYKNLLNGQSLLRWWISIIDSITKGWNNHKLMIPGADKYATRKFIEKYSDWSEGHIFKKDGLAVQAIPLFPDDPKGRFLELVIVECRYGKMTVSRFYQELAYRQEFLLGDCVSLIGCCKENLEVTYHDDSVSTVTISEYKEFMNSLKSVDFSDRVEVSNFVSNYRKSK
HTR5A ag ctr = HTR5A agonists in luminescence cell assay, primary screen, counter-screen for OPRM1-OPRD1 heterodimer agonist project, full-deck HTS | 5-hydroxytryptamine receptor 5A (Homo sapiens), P47898 | cell-based | activation, % at 9.3 µM | hit rate 0.61% among 340,000; in the data active = activation mostly above about 9.5%, no sharp cut-off; inactive = mostly below about 7.6%;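 also: 0% = cells with vehicle only and 100% = reference agonist; strong numbers were not always called active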
Target sequence (P47898 whole entry, looked up): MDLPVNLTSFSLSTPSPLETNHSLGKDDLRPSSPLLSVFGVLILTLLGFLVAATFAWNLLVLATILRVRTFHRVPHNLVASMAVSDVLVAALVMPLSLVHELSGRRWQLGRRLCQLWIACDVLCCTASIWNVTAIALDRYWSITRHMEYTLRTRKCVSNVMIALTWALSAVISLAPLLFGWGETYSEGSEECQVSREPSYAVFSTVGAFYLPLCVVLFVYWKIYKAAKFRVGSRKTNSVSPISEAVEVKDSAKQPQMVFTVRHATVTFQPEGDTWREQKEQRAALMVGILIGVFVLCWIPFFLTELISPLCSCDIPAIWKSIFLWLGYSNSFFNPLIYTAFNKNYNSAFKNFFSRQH
MITF act = activators of MITF-driven TRPM1 promoter reporter, primary screen, cell-based, SK-MEL-5, luciferase, single point | activation, % at 12.5 µM | SK-MEL-5 TRPM1-promoter luciferase, 24 h; % of positive control, neutral wells = 0 | hit rate 0.75% among 300,000 | AID 588334, 2011;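 active = mean activation of at least 80% with every replicate also reaching 80%; inconclusive = mean reaches 80% but some replicate falls short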;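 also: 0% = neutral control wells and 100% = parthenolide positive control wells; values of inactives mirror those of a sister screen read the other way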
SR-BI DiI inh = inhibitors of SR-BI mediated HDL lipid uptake, primary screen, ldlA[mSR-BI] cells, fluorescence, single point; Scavenger receptor class B member 1 (Mus musculus), Q61009; ldlA[mSR-BI] CHO cells, DiI-HDL uptake fluorescence, 3 h; inhibition, % at 12.5 µM; hit rate 0.96% among 320,000; AID 488896, 2010;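 active = mean replicate inhibition of at least 70% and a set share of replicates each scoring 70 or more; inconclusive = meets just one of the two criteria; inactive = fails both criteria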;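 also: 0% = median of neutral control wells and 100% = median of positive control wells; values of inactives mirror those of a sister screen read the other way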
Starred values were filed as active, the others as inactive; u = inconclusive; x = not tested or not shown.

SMILES	Wnt bcat act	PvdQ acylase	SR-BI uptake up	RTF Ca sens act	dFosB activator	CDK5 p35 inh	Rtt109 HAT inh	HTR5A ag ctr	MITF act	SR-BI DiI inh
O=C(/C=C/c1ccc(Cl)c([N+](=O)[O-])c1)c1ccc(O)cc1	4.1	42.0*	10.9	3.7	-8.2	-1.1	4.5	-8.5	-57.0	-10.9
COc1ccc(-c2[nH]ncc2CN2CCCC2c2nonc2C)c(F)c1 (configuration not stated)	-0.5	-17.3	4.7	2.8	-8.2	-1.5	-1.7	-2.9	-3.1	-4.7
CC(C)(C)NC(=O)COC(=O)c1cncc(Br)c1	x	-13.7	8.5	-2.6	1.5	-1.2	-1.9	0.5	6.1	-8.5
Nc1ccc(C2=Nc3cccc4cccc(c34)N2)cc1	-12.7	-12.1	28.6	-5.8	40.5*	0.8	0.1	-4.2	-6.4	-28.6
O=C(c1ccccc1[N+](=O)[O-])N1CCc2ccccc2C1	x	-10.3	-9.0	2.0	0.8	0.0	1.1	0.1	-1.9	9.0
O=C(OCc1cc2ccccc2[nH]c1=O)c1cccc([N+](=O)[O-])c1	-2.0	11.7	x	-0.5	-1.8	1.2	35.7	9.7	-7.1	x
CC(C)CCNC(=O)C1CCN(S(=O)(=O)c2ccc3c(c2)CC(C)N3C(=O)C2CC2)CC1 (configuration not stated)	-2.1	-7.0	6.1	-3.5	-11.5	-1.6	9.0	-4.5	-13.2	-6.1
Cc1nn(C)c(C(=O)Nc2ccc3c(c2)OCO3)c1[N+](=O)[O-]	3.2	-9.3	-9.5	-6.9	-3.6	0.6	-0.6	-1.2	-10.0	9.5
COc1cccc(CC(=O)Nc2ccc(S(=O)(=O)N3CCOCC3)cc2)c1	-3.2	-8.6	10.1	-1.1	-5.0	-0.4	-1.6	7.7	-9.4	-10.1
CNC(=S)N1CCc2ccccc2C1	-1.8	-0.2	-7.7	-4.3	-1.8	0.3	-8.3	1.8	11.9	7.7
COc1ccc(OCCCC(=O)OCC(=O)N2CCN(S(=O)(=O)c3ccc(C)cc3C)CC2)cc1	-0.5	11.2	-0.8	2.5	-18.8	-1.4	1.2	1.4	5.1	0.8
COc1cccc(SCc2noc(C(=O)NCc3ccccc3)c2C(=O)NCc2ccccc2)c1	-1.1	2.6	26.5	1.9	-4.2	1.5	-16.1	0.7	1.2	-26.5
Cc1ccc(NC(=O)C2(c3cccs3)CCOCC2)cc1C	-1.3	0.4	19.5	-0.7	0.4	-1.4	-7.5	-0.5	16.5	-19.5
CC(C)(CCc1ccccn1)C(=O)CCCc1ccccn1	1.9	-17.1	12.8	5.2	-1.9	-0.2	-0.9	1.6	18.2	-12.8
CCSc1nnc(-c2cccs2)o1	4.5	-16.3	42.8	0.3	-4.4	-0.7	x	-1.6	43.5	-42.8
CN(C)c1ccc(-c2noc(C3CCN(S(=O)(=O)c4ccc(C(=O)O)cc4)CC3)n2)cc1	x	-3.3	-1.7	-0.8	-9.7	-1.9	18.9	-2.7	-1.6	1.7
CCCC(=O)Nc1nc(CC(=O)OCC)cs1	-1.2	1.0	21.4	-0.9	2.7	-0.2	-1.5	-1.1	-0.5	-21.4
CCOC(=O)c1ccccc1NC(=O)c1nc2nccc(C)n2n1	x	-17.6	-5.6	-0.1	-50.1	-0.7	2.6	2.9	-0.6	5.6
CC(=O)C1=C(C)NC(=O)NC1c1ccc2c(c1)OCO2 (configuration not stated)	7.4	-12.0	-63.5	0.5	-0.6	-0.7	-10.0	3.8	-6.4	63.5
CC(C)Cc1cc(C(=O)Nc2ccc3c(c2)OCO3)no1	58.4*	-14.1	0.5	-0.4	-3.5	-0.1	2.5	-1.3	58.0	-0.5

Reprinted at random: two entries already listed.
SMILES	Wnt bcat act	PvdQ acylase	SR-BI uptake up	RTF Ca sens act	dFosB activator	CDK5 p35 inh	Rtt109 HAT inh	HTR5A ag ctr	MITF act	SR-BI DiI inh
CC(C)(CCc1ccccn1)C(=O)CCCc1ccccn1	1.9	-17.1	12.8	5.2	-1.9	-0.2	-0.9	1.6	18.2	-12.8
COc1cccc(SCc2noc(C(=O)NCc3ccccc3)c2C(=O)NCc2ccccc2)c1	-1.1	2.6	26.5	1.9	-4.2	1.5	-16.1	0.7	1.2	-26.5

Other compounds follow.
SMILES	Wnt bcat act	PvdQ acylase	SR-BI uptake up	RTF Ca sens act	dFosB activator	CDK5 p35 inh	Rtt109 HAT inh	HTR5A ag ctr	MITF act	SR-BI DiI inh
COc1ccc(/C=N/N=C(\N)c2nonc2N)cc1	10.6	1.6	-4.0	3.2	1.6	-2.2	5.6	-2.6	17.1	4.0
COc1cc(NC(=O)c2ccccc2)ccc1NC(=O)c1cc2ccccc2o1	6.9	-14.0	-49.1	0.5	-15.1	0.0	-1.9	-3.6	7.9	49.1
O=C(NC1CC(=O)c2sccc21)c1ccc(Cl)cc1Cl (configuration not stated)	6.5	2.9	24.5	0.1	0.7	0.3	15.6	-2.9	57.0	-24.5
CC(C)(Cl)C1Cc2cc3ccc(=O)oc3cc2O1 (configuration not stated)	11.1	12.3	-1.4	-7.4	-4.3	-3.3	16.9	3.9	59.7	1.4
Cc1nc(-c2cccc(N)c2)cs1	-3.8	5.8	16.5	-1.6	-2.8	0.7	7.9	0.5	6.9	-16.5
COc1ccccc1CNC(=O)CN1C(=O)NC(c2ccccc2)(c2ccc(C)c(C)c2)C1=O (configuration not stated)	-5.7	-5.7	-32.4	-1.4	u	3.2	0.9	8.7	-21.3	32.4
CC(=O)c1c(C)[nH]c(C(=O)OCC(=O)Nc2ncc(Cl)c(C)c2Cl)c1C	x	-9.7	-16.6	10.7	-3.1	-2.0	11.6	4.9	x	16.6
COc1ccc(C(=O)O/N=C(/c2ccccc2)c2ccncc2)cc1	5.0	-1.6	-25.0	-1.3	-15.4	1.2	4.1	-10.4	36.0	25.0
CC(Oc1cccc(Br)c1)C(=O)NNC(=O)CCS(=O)(=O)c1ccccc1 (configuration not stated)	-4.4	-17.8	27.4	4.0	-3.5	2.0	-2.0	-2.2	-21.4	-27.4
NNC(=O)c1nnn(-c2nonc2N)c1CN1CCCC1	-0.2	-9.0	2.5	1.6	1.7	0.4	2.0	-0.3	7.5	-2.5
Cc1c(Br)c([N+](=O)[O-])nn1CC(=O)Nc1sc2c(c1C(=O)OC(C)C)CCC(C)C2 (configuration not stated)	1.8	-13.2	-41.5	0.7	-4.4	0.5	-0.8	1.7	-7.5	41.5
C=CCN1C(=O)C(Cc2ccccc2Cl)SC1=Nc1ccc(C(=O)O)cc1 (configuration not stated)	-0.6	-14.3	-0.4	3.4	-2.5	-1.9	-6.9	3.2	-8.7	0.4
CCC(C)NC(=O)CSc1nc2ccsc2c(=O)n1NC(=O)c1ccccc1 (configuration not stated)	18.6	-7.5	13.7	3.1	0.7	-2.0	-4.7	0.3	x	-13.7
COc1ccc(CCN(C)C(=O)CSc2nnc(-c3ccco3)o2)cc1OC	-1.8	-13.7	14.8	3.7	-14.3	1.0	-5.4	0.0	-2.2	-14.8
Cc1ccc(-n2nc3ccc(NC(=O)c4cccc([N+](=O)[O-])c4C)cc3n2)cc1	4.3	5.3	-61.6	3.2	u	-1.4	x	-2.5	11.3	61.6
CCN(CC1COc2ccccc2O1)C(=S)Nc1ccccc1 (configuration not stated)	x	4.5	10.4	-0.8	-6.0	-0.2	15.5	5.7	-8.7	-10.4
CCc1ccc(N2C(=O)CN(Cc3cc(OC)c(OC)c(OC)c3)C2=S)cc1	-7.0	-18.5	0.7	2.3	-2.1	x	-0.9	7.7	-16.7	-0.7
Cc1cc2c(cc1C)C(c1ccccc1OC(C)C)CC(=O)N2 (configuration not stated)	-2.1	-6.7	-21.3	-10.0	-9.9	-0.9	2.0	2.8	x	21.3
O=C(CSCc1ccc(F)cc1)Nc1ccc(F)cc1	x	-11.3	20.9	2.7	-2.3	1.4	-3.1	-2.6	24.1	-20.9
CC(NCc1ccccc1OC1CCCC1)c1ccccc1 (configuration not stated)	-2.8	-4.2	23.3	8.9	-5.5	-3.3	2.8	0.0	-0.9	-23.3
C=CCc1ccc(OCCOCCOc2cccc3ccc(C)nc23)c(OC)c1	x	-0.4	16.2	1.3	-13.5	-3.4	12.2	2.2	1.0	-16.2
CSc1nnc2c3ccccc3n(CCc3ccccc3)c2n1	x	1.2	-24.5	-1.0	-16.9	0.0	16.7	-1.8	x	24.5
COCC(C)n1c(C)cc(C(=O)COC(=O)C2=NN(c3ccccc3)C(=O)CC2)c1C (configuration not stated)	x	0.0	-13.6	-6.0	-8.7	-0.8	2.6	-1.1	-15.7	13.6
NC(=O)c1ccsc1NC(=O)COC(=O)Cc1ccsc1	2.4	-11.6	33.5	5.2	-0.2	-0.6	-4.8	-2.5	x	-33.5
O=C(CN1CCN(CN2C(=O)NC3(CCCCCC3)C2=O)CC1)Nc1ccc(F)cc1	-2.6	-11.5	16.1	2.4	-1.6	-0.6	2.5	-5.1	-5.4	-16.1
O=C(CSc1nnc2ccccn12)N1CCOCC1	0.9	-16.0	-19.6	10.1	0.3	0.6	-7.1	-2.3	7.2	19.6
O=C(NCCc1ccccc1)c1c[nH]c2ccc(F)cc2c1=O	-0.2	-10.3	-17.9	-0.8	-9.4	-0.5	-5.0	2.7	x	17.9
O=C(Nc1nccs1)c1ccc2ccccc2n1	27.1	-16.2	4.1	-5.6	-35.2	2.6	5.4	-0.8	-1.7	-4.1
Cc1ccccc1C(=O)c1cccn1CC(=O)NCCCN1CCc2ccccc2C1	-1.0	-13.8	11.6	1.1	-7.6	-2.9	6.3	-3.3	13.8	-11.6
CCCn1c(SC2C(=O)CC(C)(C)CC2=O)nc2c1c(=O)n(C)c(=O)n2C	x	6.3	16.5	-2.3	0.7	-0.9	1.5	-4.0	-5.2	-16.5
CCOC(=O)c1cnn(-c2ccccc2)c1-c1ccncc1	-1.2	-1.4	-9.5	-0.7	6.3	-1.0	-3.8	-2.5	-8.5	9.5
Cc1ccc(NC(=O)c2noc3c2CCCCC3)cc1	22.2	-10.5	-2.1	-1.8	-12.8	4.3	-10.0	5.0	32.4	2.1
CC(=O)N[C@@H](C)C(=O)N1CCN(S(=O)(=O)c2ccc(Cl)cc2)CC1	-1.2	-6.7	12.0	3.0	0.5	-4.5	-6.0	5.1	-5.1	-12.0
